Screening data (PubChem BioAssay)
AMA1-RON2 inh – disrupts binding of P. falciparum AMA1 to RON2; AlphaScreen AMA1-biotinylated RON2 peptide binding; Potency, µM (highest dose often 58.2 µM), for inactives: at the highest dose activity change, negative = inhibition, actives largely listed as inhibitors; actives 0.2% (n = 360,000); active means well fitted inhibition curve with a large enough effect; inconclusive means small, poorly fitted or top-dose-only effect; inactive means no such curve, though single readings can be large or run the other way;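 further: potency means the concentration at half of the fitted maximal effect; 0% = vehicle wells and -100% = peptide control; nearly all actives have a fitted effect of over 45% in size; some results filed as inactive show a strong effect at the top dose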
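AMA1 (3D7) with his tag at 25 nM final met compounds first, then biotinylated RON2 peptide at 25 nM; detection used donor plus acceptor beads, 10 µg/mL apiece, read by AlphaScreen after 30 min at room temperature.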
HCMV inh – blocks human cytomegalovirus replication; HFF cells, HCMV-luciferase reporter, 72 h; hits give low values; activity change, negative = inhibition, % at 57.5 µM; actives 4.5% (n = 410,000); AID 1259415; in the data active means activity change below about -60%; inconclusive means no clear call, values can overlap the other calls; inactive means above about -39%
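Two compound doses tested in HFFs infected with HCMV-luciferase, MOI 1 PFU/cell, 72 h at 37C. Lysate luminescence read with OneGlo; data normalized against buffer-only and 10uM Salinomycin inhibitor controls.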
* = called active by the depositor; ? = inconclusive; [ ] = remark or other dose. Unless noted, on the % scale 0 is the no-effect control and ±100 the full control effect. An excerpt, so the mix of outcomes need not match the whole.

SMILES | AMA1-RON2 inh | HCMV inh
N#Cc1c(N)[nH]c(C(=O)c2ccccc2)c1-c1ccc(Cl)cc1 | 17% | -27
O=C(/C=C/c1ccccc1)Nc1cccc(C(=O)N2CCCC2)c1 | -4% | 23
COc1ccc(CN(C)C[C@@H]2OCc3cnnn3CCCC(=O)N([C@@H](C)CO)C[C@H]2C)cc1 | 5% | 16
Nc1nnnn1/N=C/c1ccccc1O | 24% | 8
O=C(c1ccc(F)cc1)N1CCN(S(=O)(=O)c2ccc3c(c2)OCCO3)CC1 | 5% | -7
CN(C)Cc1ccccc1CCc1ccccc1 | 11% | 27
O=C(c1ccccc1)N(C(=O)c1ccccc1)N1CCCC1 | 0% | -29
Cc1onc(-c2c(F)cccc2Cl)c1C(=O)OCC(=O)N(C)c1ccccc1 | 0% | -27
CC(C)(C)c1ccc(CC(=O)N2CCC2(C)C(=O)NS(=O)(=O)c2ccc(F)cc2F)cc1 (centres undefined) | -1% | -4
OCCN1CCN(c2ncnc3c2ncn3[C@H]2CN(Cc3cccs3)C[C@@H](CO)O2)CC1 | -4% | -3
CCc1c(C)nc2[nH]ncn2c1=O | 3% | -10
CCN(C(=S)NC(=O)Cc1ccc(OC)cc1)c1ccccc1 | 0% | -15

Taken from above:
In AMA1-RON2 inh, CC(C)(C)c1ccc(CC(=O)N2CCC2(C)C(=O)NS(=O)(=O)c2ccc(F)cc2F)cc1 (centres undefined) shows -1%
In AMA1-RON2 inh, O=C(c1ccccc1)N(C(=O)c1ccccc1)N1CCCC1 shows 0%
In HCMV inh, COc1ccc(CN(C)C[C@@H]2OCc3cnnn3CCCC(=O)N([C@@H](C)CO)C[C@H]2C)cc1 shows 16
In AMA1-RON2 inh, CN(C)Cc1ccccc1CCc1ccccc1 shows 11%

The listing continues:
SMILES | AMA1-RON2 inh | HCMV inh
COc1ccc(/C=C2/CSC/C(=C/c3ccc(OC)c(OC)c3)C2=O)cc1OC | ? | -101*
Nc1nc(N)nc(-c2ccc([N+](=O)[O-])o2)n1 | 40%[activator] | -25
CC(O)(c1ccccc1)c1nc(/C=C/c2ccccc2)cs1 (centres undefined) | -3% | -8
CC1(C)CC2CCC(O)C2C(CCO)N1 (centres undefined) | 5% | 0
CC(C)c1ccccc1NC(=O)Nc1nnc([C@H]2C[C@H](O)[C@@H](CO)O2)s1 | 13% | -15
O=C(NCc1ccc(F)cc1)OC1CC2CC1[C@H]1CCCCN1C2=O (some centres undefined) | 2% | 36
O=C(C=Cc1ccco1)c1ccco1 | 6% | 18
OC(c1ccccc1)C(O)C(c1ccccc1)N1CCCCC1 (centres undefined) | -5% | ?
O=C(c1[nH]c(C(F)(F)F)nc1-c1ccccc1)N1CCN(c2ccncc2)CC1 | -11% | -33
CC(NC(=O)C(Cc1ccccc1)=NO)c1ccccc1 (centres undefined) | 23% | 17
COC(=O)Cn1c(CN2CCN(c3ccccc3F)CC2)nc2c1c(=O)n(C)c(=O)n2C | -9% | 11
CCCc1c(-c2ccccc2F)ncn1CCc1ccccc1OC | ? | -95*
CCc1c(-c2ccccc2)ncn1Cc1cccc(-c2ccccc2)c1 | ? | -68*
CCNC(=O)C1CCCN(C(=O)c2cccc(OC(F)(F)F)c2)CC1 (centres undefined) | -4% | -23
Cc1ccc(-c2ccc(CN3C(C)C(=O)N(Cc4cn(CCC5OCCCO5)nn4)CCS3(=O)=O)cc2)cc1 (centres undefined) | 7% | -3
Cc1cccc(C)c1NC(=O)C1(C)CN(S(C)(=O)=O)CC(=O)N1CCc1ccc(O)cc1 (centres undefined) | 0% | 2
CC(=O)c1sc(Nc2ccccc2)nc1C | 0% | 73
CC(=O)c1ccc2c(c1)CC1(C2)Cc2cc3c(cc2C1)C(=O)CC3 (centres undefined) | -15% | -36
CSCCC(C(=O)NC(C)(C)C)n1c(-c2ccc3c(c2)OCO3)nc2ccccc21 (centres undefined) | -11% | 50
Cc1ccc(OC(=O)c2ccccc2)cc1C | 36%[activator] | 30
COC(=O)[C@]12CCCCC=C1N(Cc1ccc(Cl)cc1Cl)C(=O)[C@H](CC(=O)NCCc1ccccc1OC)C2 | -7% | 11
CCCCN1CC(N2CCN(CCO)CC2)CS1(=O)=O (centres undefined) | 23% | -13
Cc1cc(C)c(C(=O)CC(=O)c2cccnc2)c(C)c1 | 115%[activator] | -25
CCOC(=O)C1=CCN(S(=O)(=O)c2ccc(C)cc2)C1c1ccc(Cl)cc1 (centres undefined) | 3% | ?
Cc1ccc2c(NCc3ccco3)nc(NC(C)C)nc2c1 | -13% | ?
O=C(NCc1cccs1)c1cc(-c2ccccc2)nn1CC1CC(c2cccnc2)=NO1 (centres undefined) | 1% | 25
COC(=O)C[C@@H]1C=C[C@@H](NC(=O)C2CCC2)[C@@H](CO)O1 | 0% | -24
CC(=O)C1=C(C)N=c2s/c(=C/c3ccc4c(c3)OCO4)c(=O)n2C1c1ccc(N(C)C)cc1 (centres undefined) | -1% | -15
CCCCNC(=O)C1(C)CCC(=O)N1CCCn1ccnc1 (centres undefined) | -3% | -71*
Cc1ccc2ccccc2c1C(O)c1ncc(-c2ccccc2)[nH]1 (centres undefined) | 20% | -16
CCCCN(C=O)c1c(CC)nc2ccc(C(=O)NCCCn3ccnc3)cn12 | -7% | -7
CC[C@@H]1CC2=C(C(=O)OC(C)(C)O2)[C@@H](c2ccc(Cl)cc2)O1 | 1% | -10
O=[N+]([O-])c1cc2no[n+]([O-])c2cc1N1CCCCC1 | -26% | -63*
CC(=O)Nc1ccc(NC(=O)c2c(C)c(-c3ccccc3)nc3ccccc23)cc1 | 10% | 37
O=C(NC(Cc1ccc(O)cc1)C(=O)N=Nc1c(O)[nH]c2ccccc12)c1ccccc1 (centres undefined) | -2% | -83*
CC1(c2nnc(-c3cccc(Cl)c3)o2)CC(c2ccccc2F)=NO1 (centres undefined) | 31%[activator] | -28

Molecules listed so far that have a nitro group on carbon (2):
SMILES | AMA1-RON2 inh | HCMV inh
Nc1nc(N)nc(-c2ccc([N+](=O)[O-])o2)n1 | 40%[activator] | -25
O=[N+]([O-])c1cc2no[n+]([O-])c2cc1N1CCCCC1 | -26% | -63*

Going on with the list:
SMILES | AMA1-RON2 inh | HCMV inh
COc1ccc(Cl)cc1-c1cc(C(=O)NCc2ccccc2)[nH]n1 | -8% | 82
CC1(C(=O)Nc2ccc3c(c2)OCCO3)CCN1Cc1ccc2ccccc2c1 (centres undefined) | -17% | 3
CCC(c1nnnn1-c1ccc2c(c1)OCCO2)N1CCN(C(=O)c2ccco2)CC1 (centres undefined) | 3% | 4
CCCCNC(=O)C1C(c2ccc(C(F)(F)F)cc2)=Nc2ccccc2N1C(=O)c1ccc2nc(C)[nH]c2c1 (centres undefined) | 6% | -86*
Cc1ccc(S(=O)(=O)N2CCN(C(=O)COC(=O)COc3ccccc3C(C)C)CC2)c(C)c1 | 0% | -13
Cn1c2ccccc2c(=O)c2c(=O)n(-c3ccc(F)cc3)c(C3CCCCC3)nc21 | 5% | -37
COc1cccc(C(NC(C)=O)c2nc(-c3ccccc3OC)cs2)c1 (centres undefined) | 0% | 29
CC(C)NC(=O)c1ccc(CONC(=O)OCc2ccccc2)cc1 | 1% | -3
Fc1cccc(Cc2c(-c3cccc(Br)c3)nc3ccc(Cl)cn23)c1 | -1% | 15
COc1ccc(-c2csc(C(O)c3cccnc3)n2)cn1 (centres undefined) | 0% | -23
CSc1ncccc1C(=O)N1CCC1(C)C(=O)NC(C)C (centres undefined) | 6% | 20
COc1ccc(C(=O)N/C(=C\c2ccccc2)C(=O)Nc2ccccc2C(=O)O)cc1 | 0% | -10
COC/C=C1\CN2C3C[C@@H]1[C@H]1COC4=Nc5cc(OC)c(OC)c(OC)c5[C@@]43C[C@@H]12 | 6% | 20
CC(C)CN1CC(C)C(=O)NC1=S (centres undefined) | 4% | 23
CCc1cc(-c2cnnn2CCc2c[nH]c3ccccc23)ccc1-c1cn(CC(C)C)nn1 | -8% | -19
O=C(NCCc1ccccc1)c1cccc(NC(=O)C2CCCCC2)c1 | 1% | 25
CSCCC(c1nnnn1-c1c(C)cccc1C)N1CCN(C/C=C/c2ccccc2)CC1 (centres undefined) | ? | -18
Cc1ccc(/C(N)=N/OC(=O)COc2cccc3ccccc23)cc1 | 32%[activator] | 24
CCON1C(=O)C2(CCCCC2)C(=O)C12C=CCCC2 (centres undefined) | 19% | -15
Cc1cc(C)nc(Nc2nc(C(N)Cc3ccc(F)cc3)cs2)n1 (centres undefined) | 38%[activator] | -36
CN(C(=O)c1cccc(NC(=O)Cc2ccc(NC(=O)C3CCN(C(=O)C4CC4)CC3)cc2)c1)C1CC1 | 9% | 37
CC(C)(C)c1ccc(C(=O)N2CCOC23CCCCC3)cc1 | 24% | 10
O=C(Nc1ccccc1N1CCCCC1)c1ccc(-c2cc(Cl)ccc2Cl)o1 | 6% | 0
CCOc1ccc(S(=O)(=O)N2CCCCC2)cc1NC(=O)Cc1ccc(OC)cc1 | -7% | ?
CC(C)c1ccc(CC(=O)N2CCC2(C)C(=O)NCc2cccc3ccccc23)cc1 (centres undefined) | -2% | 24
O=C(Nc1ccc(F)c(Cl)c1)c1ccc2nc([C@@H]3O[C@H](CO)[C@H](O)[C@H](O)[C@H]3O)[nH]c2c1 | 5% | -38
CCCCN1CC(Br)C(=O)NC1=O (centres undefined) | -11% | -21
COCC(=O)Oc1cc(-c2ccc(C)cc2C)c(OC(=O)COC)c(-c2ccc(C)cc2C)c1 | 7% | ?
Cn1c(N)c(C(=O)CNC2CCCCC2)c(=O)n(C)c1=O | 4% | 18
CC1(C(=O)NS(=O)(=O)c2ccccc2Cl)CCN1C(=O)C1CC1 (centres undefined) | 0% | -28
Cc1ccc(C(O)c2ncc(-c3ccccc3C(F)(F)F)[nH]2)cc1F (centres undefined) | 5% | -16
O=C(NC(=S)Nc1cccc(NC(=S)NC(=O)c2ccccc2)c1)c1ccccc1 | 48%[activator] | 136
CCNC(=O)C1(C)CCN(C(=O)c2ccc3snnc3c2)C1 (centres undefined) | -2% | 16
CCNC(=O)C1(C)CCCN(C(=O)c2ccc3c(c2)C(C)(C)CCC3(C)C)C1 (centres undefined) | -5% | ?
CN(C)C(=O)c1cccc(-c2cnc3c(NC=O)cc(-c4ccccc4Cl)cn23)c1 | -5% | 86
CC1(C(=O)NS(=O)(=O)c2ccc(F)cc2F)CCN1C(=O)C1(c2ccc(Cl)cc2)CC1 (centres undefined) | 0% | ?
CCNC(=O)C1(C)CCCN1C(=O)c1cnc2ccccc2n1 (centres undefined) | 17% | -29
COc1ccc(CCC(=O)N/N=C/c2ccc3c(c2)OCO3)cc1 | 8% | -9
COCCNC(=O)C1(C)CCCN(C(=O)c2ccc3ccccc3c2)C1 (centres undefined) | -11% | 7
Cc1ccc(NC(=O)[C@@H]2O[C@H](CO)[C@H](O)[C@H](O)[C@H]2O)cc1C(F)(F)F | 6% | -13
CCc1ccc(C2C(=O)c3ccccc3C2=O)cc1 | 16% | 8
CC1(C(=O)NS(=O)(=O)C2CC2)CCCN(C(=O)c2ccccc2C(F)(F)F)C1 (centres undefined) | 2% | -8
Cc1ccccc1OCCn1cc(C(=S)N2CCCC2)c2ccccc21 | 23% | -26
COc1ccc(NS(=O)(=O)c2cccc(C(=O)N/N=C/c3c(F)c(F)c(F)c(F)c3F)c2)cc1 | 32%[activator] | ?
Nc1nnnn1-c1cccc([N+](=O)[O-])c1 | 19% | 11
N#Cc1ccc(S(=O)(=O)N2CCCCC2c2cc(C(=O)Nc3cccc4c3CCCC4)no2)cc1 (centres undefined) | 1% | 2
COC(=O)c1ccc(C(=O)N2CCCC(C)(C(=O)NS(=O)(=O)C3CC3)C2)cc1 (centres undefined) | -4% | -4
Cc1c(C=Nc2ccc(S(=O)(=O)CCO)cc2)c(O)[nH]c(=O)c1C#N | 0% | -20
CC(NC(=O)C1CCN(Cc2ccccc2)CC1)c1cccc2ccccc12 (centres undefined) | -3% | 0
OCCCNc1ncnc2c1ncn2[C@H]1CN(C2CCCC2)C[C@@H](CO)O1 | 8% | ?
COc1cc(CC2C(=O)OCC2C(=O)c2ccc3c(c2)OCO3)cc(OC)c1OC (centres undefined) | 16% | 24
CC(C)(C)C(=O)Nc1cc(NC(=O)C(C)(C)C)cc(C(=O)Nc2c[nH]c(=O)[nH]c2=O)c1 | 1% | 12
CCCNC(=O)C1(C)CCCN(C(=O)COc2ccc(Cl)cc2Cl)C1 (centres undefined) | -4% | -100*
CC1(C(=O)NCc2cccs2)Cc2c(-c3ccccc3)ccnc2O1 (centres undefined) | 7% | -38
C=CCSc1nnc(NC(=O)CCNC(=O)c2ccccc2Cl)s1 | -5% | -6

Single records, from the list above. Values in the order: AMA1-RON2 inh	HCMV inh
`CC(C)(C)C(=O)Nc1cc(NC(=O)C(C)(C)C)cc(C(=O)Nc2c[nH]c(=O)[nH]c2=O)c1` across the screens: 1%	12
`CC1(C(=O)NCc2cccs2)Cc2c(-c3ccccc3)ccnc2O1` (centres undefined) across the screens: 7%	-38
`C=CCSc1nnc(NC(=O)CCNC(=O)c2ccccc2Cl)s1` across the screens: -5%	-6
`CC(NC(=O)C1CCN(Cc2ccccc2)CC1)c1cccc2ccccc12` (centres undefined) across the screens: -3%	0
`CCCNC(=O)C1(C)CCCN(C(=O)COc2ccc(Cl)cc2Cl)C1` (centres undefined) across the screens: -4%	-100*
